GASC-1 inh = human JMJD2C demethylase inhibition; GST-JMJD2C(1-420) H3K9me3 demethylation, DELFIA europium; inhibition, % at 2.35 µM; 330,000 tested, 0.069% active; AID 2099;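 active = more than half of a compound's replicate wells show inhibition beyond 50%, single wells judged on their own value; inconclusive = some, but no more than half, of replicates pass 50% inhibition; inactive = no replicate passes 50% inhibition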;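 also: signal counts dimethyl H3K9 product captured on neutravidin plate; 0% = median of DMSO wells and 100% = 0.3 times that DMSO median; strong numbers were not always called active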
Target sequence (Q9H3R0 1-420 limits assumed): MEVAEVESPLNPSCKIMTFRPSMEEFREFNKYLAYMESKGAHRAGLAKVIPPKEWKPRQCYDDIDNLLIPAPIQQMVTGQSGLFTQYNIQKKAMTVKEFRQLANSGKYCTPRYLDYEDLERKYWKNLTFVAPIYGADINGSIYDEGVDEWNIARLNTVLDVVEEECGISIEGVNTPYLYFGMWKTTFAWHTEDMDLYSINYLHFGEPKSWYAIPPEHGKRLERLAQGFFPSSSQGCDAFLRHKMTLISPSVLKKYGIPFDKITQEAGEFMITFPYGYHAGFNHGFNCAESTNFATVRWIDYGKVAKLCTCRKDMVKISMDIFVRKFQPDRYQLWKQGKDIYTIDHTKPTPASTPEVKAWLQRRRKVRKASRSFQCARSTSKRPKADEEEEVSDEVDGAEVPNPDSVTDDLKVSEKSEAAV
ZTA counter = counter-screen for EBNA-1 inhibitors: inhibitors of Epstein-Barr virus ZTA | P03206 | ZTA-DNA binding, fluorescence polarization | inhibition, % at 11 µM | 320,000 tested, 0.15% active; in the data active = inhibition above about 33%
PP1 inh = counter-screen for PP5 inhibitors: inhibitors of human PP1-alpha | AID 2235 | P62136 | purified PP1alpha, OMFP fluorescence | 320,000 tested, 0.9% active | inhibition, % at 6.7 µM;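 active = inhibition above the mean inhibition of all tested compounds plus 3 SD, computed separately for each screening campaign, cut at about 15% in these data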
TPT1 inh = C. albicans TPT1 enzyme inhibition; 300,000 tested, 0.81% active; recombinant caTPT1, FP RNA substrate dephosphorylation; inhibition, % at 5 µM;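 active = inhibition above the mean of all tested compounds plus 3 SD, set per screening campaign, cut at about 24% in these data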;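 also: plate controls were DMSO alone for no effect and ferristatin control at 100 nM for full effect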
Yeast superoxide = lowers age-related superoxide in aged yeast cells; 330,000 tested, 0.18% active; AID 2690; S. cerevisiae aged cells, superoxide DHE fluorescence; active compounds read low; superoxide response (% of plate mean), % at 10 µM;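 active = superoxide response under a set limit, about three screen SD below normal, cut at about 65% in these data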;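 also: yeast aged for seven days with compound at 30 °C before DHE staining; 100% = average MFI of all compound-treated wells on the plate with controls excluded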
CTSL1 counter = blocks F. hepatica cathepsin L1 in PFM18AAP counter-screen. recombinant F. hepatica cathepsin L1, Z-Leu-Arg-MCA fluorescence. inhibition, % at 5.96 µM. 300,000 tested, 0.49% active;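 active = inhibition above the mean of all tested compounds plus 3 SD, set per screening campaign, cut at about 17% in these data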;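 also: 0% = plate median of test compound wells and 100% = 1 µM Z-Phe-Ala-diazomethylketone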
EBNA-1 inh = blocks EBNA-1 binding to DNA; AID 1950; inhibition, % at 14.8 µM; 300,000 tested, 0.34% active; EBNA-1 DNA binding, fluorescence polarization; in the data active = inhibition above about 28%
HCV core dimer = HCV core protein dimerization inhibition | TR-FRET GST/Flag-core106 dimerization, 1536-well | inhibition, % at 5 µM | 300,000 tested, 0.33% active | AID 1899;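 active = inhibition above the mean of all tested compounds plus 3 SD, set per screening campaign, cut at about 45% in these data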
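test system = GST/Flag-tagged HCV core106 proteins | probe or stimulus = Eu donor and XL665 acceptor anti-tag antibodies | times = compound-protein-antibody incubation 4 h at 22.5 °C | signal = TR-FRET, excitation 340 nm, emission 617 and 671 nm | measure = percent inhibition of core106 dimerization signal | controls = wells lacking GST-core106 and wells with excess unlabelled core106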
PP5 primary = inhibitors of human protein phosphatase 5 (PP5); purified PP5c, OMFP substrate fluorescence; inhibition, % at 6.7 µM; 320,000 tested, 0.18% active; AID 1987;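 active = inhibition above the campaign's mean inhibition across all tested compounds plus 3 SD, cut at about 9.5% in these data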;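 also: 0% = DMSO only and 100% = 100 µM cantharidin control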
Target sequence (P53041 whole entry, looked up): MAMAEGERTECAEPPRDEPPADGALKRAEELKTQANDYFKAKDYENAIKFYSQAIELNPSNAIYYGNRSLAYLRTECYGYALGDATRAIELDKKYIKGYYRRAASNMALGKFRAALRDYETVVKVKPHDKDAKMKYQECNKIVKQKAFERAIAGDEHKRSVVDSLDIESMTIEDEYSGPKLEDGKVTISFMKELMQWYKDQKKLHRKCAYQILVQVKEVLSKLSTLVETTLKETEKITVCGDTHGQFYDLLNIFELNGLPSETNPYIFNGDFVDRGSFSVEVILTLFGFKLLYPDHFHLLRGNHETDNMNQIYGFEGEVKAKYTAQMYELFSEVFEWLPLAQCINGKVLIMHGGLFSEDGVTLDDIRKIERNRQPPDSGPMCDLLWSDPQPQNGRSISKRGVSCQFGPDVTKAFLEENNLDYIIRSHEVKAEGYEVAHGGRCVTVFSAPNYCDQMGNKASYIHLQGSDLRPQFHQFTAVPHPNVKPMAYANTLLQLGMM
Active calls of the source: *; ? = inconclusive; . = not tested or not shown; & = joins results of further samples. Rows were taken by chance (roughly 3.1% active in at least one column).

SMILES | GASC-1 inh | ZTA counter | PP1 inh | TPT1 inh | Yeast superoxide | CTSL1 counter | EBNA-1 inh | HCV core dimer | PP5 primary
COc1cc2c(cc1OC)C(CC(=O)O)N(C(=O)CC1CCCC1)CC2 (stereo not drawn) | -0.4 | -7.0 | -4.7 | 0.8 | 96.4 | -3.5 | -0.2 | 11.3 | -2.9
CCNC(=S)Nc1ccccc1-c1ccccc1 | -1.5 | 9.2 | 0.0 | 0.7 | 88.2 | -2.1 | -4.4 | -11.2 | 2.2
CCOC(=O)c1cnc(COc2ccccc2Cl)[nH]c1=O | 3.4 | 6.0 | -1.6 | -3.6 | 108.2 | 4.9 | 6.3 | 2.1 | -1.1
CC(C)CNC(=O)CSc1nnc(-c2ccccn2)n1Cc1ccccc1 | 0.2 | 14.4 | -1.3 | -5.0 | 99.5 | -3.6 | 16.4 | -4.3 | 0.0
O=C(O)CCCn1cc(NC(=O)c2cccc(F)c2)cn1 | -3.4 | -11.5 | -2.9 | 2.4 | 98.9 | -1.0 | -9.6 | 3.0 | 4.0
Cn1cc([N+](=O)[O-])c(C(=O)Nc2nc(-c3ccc(Cl)cc3)cs2)n1 | -2.3 | -2.6 | 0.0 | -2.7 | 101.8 | -1.4 | 3.9 | 3.1 | 4.8
COn1c(C)c(C(C)=O)c2c3no[n+]([O-])c3ccc21 | 13.2 | -10.0 | -1.2 | -2.3 | 81.3 | 0.8 | 5.7 | -11.3 | 0.8
Fc1ccc(CCNC(=S)Nc2ccc(F)c(Cl)c2)cc1 | -16.0 | 8.6 | -0.3 | 2.4 | 106.4 | -1.2 | -13.0 | -0.6 | 2.7
CCOC(=O)c1cc(-c2ccccc2)nc2nc(N(CC)CC)sc12 | 4.9 | 10.6 | 0.6 | -2.0 | 91.0 | 4.0 | -5.0 | 11.3 | 1.9
N#CC(c1ccc(O)cc1)N1CCOCC1 (stereo not drawn) | ? | 11.7 | 1.2 | -6.5 | 89.0 | -1.3 | 16.7 | -2.2 | 0.3
O=C(O)CCC(=O)NCc1c(Cl)cccc1Sc1ccc(Cl)cc1 | -3.0 | -12.3 | -6.5 | -2.7 | 98.7 | -3.1 | -2.7 | 1.0 | 0.2
C/C(=N\NC(=S)Nc1cccc(C)c1)c1ccco1 | -0.9 | -11.0 | -2.0 | -2.3 | 80.5 | 2.8 | -1.3 | -0.9 | -0.9
CCC(C)NC(=O)C1CCN(C(=O)c2ccccc2)CC1 (stereo not drawn) | 7.7 | 0.7 | -3.1 | 1.0 | 98.8 | -0.8 | -3.2 | 1.7 | -1.4
CC(C)CCOP(=O)(c1ccc(N(C)C)cc1)C(O)c1ccc(Cl)cc1Cl (stereo not drawn) | 6.1 | 5.1 | 6.3 | 0.0 | 98.9 | 7.7 | 11.9 | 3.5 | 2.1
CCOc1ccc(Nc2nc(CC(=O)OC)cc(=O)[nH]2)cc1 | 11.2 | -4.3 | -4.5 | -0.3 | 103.6 | -2.7 | -1.0 | -7.0 | 0.7
Cc1cccc(OCCNC(=O)CCc2ccccc2)c1 | -20.1 | 14.1 | -3.0 | 0.0 | 104.9 | -2.1 | 5.7 | -0.6 | 1.0
Nc1c(C(=O)Nc2ccc(F)cc2)sc2nc(-c3ccco3)ccc12 | 1.8 | 18.9 | 16.5* | 28.0* | 116.5 | 3.3 | 5.1 | 40.0 | 1.4
CCN(CC)C(=O)COC(=O)c1ccc(O)cc1 | -11.1 | -16.2 | -1.6 | -3.3 | 98.4 | -0.8 | 13.9 | -1.9 | 0.2
CCCN1CCC(=NNc2ccc(S(=O)(=O)N(CC)CC)cc2[N+](=O)[O-])CC1 | 12.3 | 11.1 | -3.3 | -3.2 | 88.7 | 0.1 | 6.6 | 2.0 | -0.5
FC(F)(F)c1cnc(Nc2ccc(N3CCOCC3)cc2)c(Cl)c1 | -7.6 | -14.5 | 2.4 | 0.6 | 93.5 | 7.4 | 4.0 | -7.9 | 2.0
O=C(C1=NN[C@@H]2C(=O)N(c3cccc(C(F)(F)F)c3)C(=O)[C@H]12)C(c1ccccc1)c1ccccc1 | 3.0 | 0.4 | 7.6 | -7.4 | 110.1 | 1.3 | 7.4 | 6.4 | 2.7
O=C(c1ccco1)N(Cc1nc2ccccc2c(=O)[nH]1)C1CCCC1 | 0.2 | 6.5 | -3.1 | 0.5 | 80.5 | 0.6 | 1.8 | -0.5 | -0.1
COc1ccc(Cc2nc3ccc(C(=O)N(C)C(C)c4nccs4)cc3o2)cc1 (stereo not drawn) | 1.2 | -7.9 | -3.1 | -2.3 | 115.3 | -0.3 | 2.0 | 1.2 | -0.3
O=C(COC(=O)c1ccc(S(=O)(=O)N2CCCC2)cc1)Nc1ccccc1 | -3.7 | -13.8 | -1.1 | . | 108.3 | . | . | . | -1.5
O=C(Nc1ccccc1)c1ccccc1Oc1ccc(C(F)(F)F)cc1[N+](=O)[O-] | -13.3 | -3.4 | 3.4 | 1.2 | 120.6 | -5.8 | -4.2 | 2.4 | 5.3

Next structures follow:
SMILES | GASC-1 inh | ZTA counter | PP1 inh | TPT1 inh | Yeast superoxide | CTSL1 counter | EBNA-1 inh | HCV core dimer | PP5 primary
Cc1cnc(C(=O)Nc2ccc(-n3cnnn3)cc2)cn1 | -37.2 | -4.0 | -0.5 | -10.5 | 87.9 | -0.1 | -0.9 | -4.5 | -2.4
O=C(O)C(Cc1cc2ccccc2[nH]1)N1C(=O)C2CC=C(Cl)CC2C1=O (stereo not drawn) | 4.7&-12.6 | 2.5 | -2.5 | -2.8 | 102.0 | 1.8 | 7.8 | -1.7 | -1.2
CCOc1ccc(/C=C(\C#N)C(=O)c2c(C)[nH]c3ccccc23)cc1OC | -15.7 | 12.4 | -1.0 | 1.3 | 103.3 | -3.1 | -3.4 | -1.5 | 1.7
COc1ccc(N2CCN(c3ccc(S(=O)(=O)N(C(C)C)C(C)C)cn3)CC2)cc1 | 3.9 | 2.9 | -2.5 | -1.0 | 99.1 | 0.8 | 5.7 | 10.1 | -0.1
OCc1nc2nc(Cl)c(Cl)nc2[nH]1 | -3.7 | 16.0 | -1.2 | -1.4 | 95.8 | -1.0 | -0.9 | 2.5 | 0.0
Cc1ccc(OCCC(=O)Nc2ccc(C)c(F)c2)cc1 | 4.8 | 20.0 | -5.5 | 1.9 | 69.0 | -4.7 | 2.7 | -5.6 | 0.4
CC(=O)Nc1cccc(C(=O)OCC(=O)NC2CCCCCCC2)c1 | . | -5.2 | -2.8 | . | 111.0 | . | . | . | 1.7
COc1ccc2c(c1OC)C(=O)OC2CC(=O)c1ccc(N(C)C)cc1 (stereo not drawn) | 2.8 | 6.9 | -2.4 | -1.8 | 95.8 | 5.2 | 0.9 | -1.6 | -0.5
O=C(Nc1nnc(S(=O)(=O)N2CCOCC2)s1)c1ccccc1F | -1.4 | -13.3 | -3.4 | 0.7 | 110.6 | 4.4 | 0.5 | -10.8 | 0.5
CCn1c(CCC(=O)N(C)CC(=O)Nc2cccc(F)c2)nc2cc(S(=O)(=O)N(C)C)ccc21 | -6.2 | 8.9 | 0.7 | -0.9 | 97.1 | 1.8 | 0.4 | -7.2 | 0.7
CC(C)CCNC(=O)CCc1nnc(Cc2c[nH]c3ccccc23)o1 | 0.1 | 1.9 | -4.5 | 2.8 | 93.8 | -4.0 | 17.7 | 7.8 | 3.9
O=c1oc2ccccc2c2c1SC(C(F)(F)F)C2 (stereo not drawn) | -10.9 | 0.9 | -0.9 | -3.0 | 104.4 | 3.3 | 7.5 | 2.6 | 2.0
Cc1ccc(F)cc1NC(=O)CCc1c(C)nn(-c2ccc(N3CCCCC3)nn2)c1C | -10.9 | 4.2 | 0.4 | 1.9 | 93.0 | -1.4 | 0.4 | 3.7 | 2.4
COc1ccc(CN(C(=O)c2snc(C(N)=O)c2N)C(C(=O)NC2CCCC2)c2ccc(OC)c(OC)c2)cc1 (stereo not drawn) | -1.4 | -8.0 | 0.5 | 6.7 | 90.0 | 1.5 | -8.4 | 0.0 | 3.8
COc1c(Cl)ccc(Cl)c1C(=O)NC(=O)N1CCOCC1 | 13.4 | 8.5 | -1.4 | -0.8 | 100.0 | -1.6 | 7.1 | -5.3 | 1.6
c1ccc(Oc2ccc(-c3ccn[nH]3)cc2)cc1 | 6.6 | 4.5 | -3.0 | -1.4 | 88.5 | 2.5 | 2.9 | 0.5 | -0.1
CN(c1ccccc1)S(=O)(=O)c1cccc(NC(=O)Cc2ccc(Cl)cc2)c1 | 6.8 | -6.6 | 4.8 | . | 86.7 | . | . | . | 4.8
O=C1CCCc2c1sc1nc3n(c(=O)c21)CCCCC3 | 8.7 | -5.9 | -1.4 | 0.1 | 100.5 | -1.4 | -4.2 | -14.4 | 2.8
O=C(CC(c1ccccc1)c1ccccc1)Nc1ccncc1 | -1.2 | 14.2 | 5.5 | -1.3 | 87.7 | -1.0 | 1.6 | 0.2 | 1.0
CSc1ccccc1NC(=O)c1ccccn1 | -3.1 | 1.7 | -5.7 | 2.4 | 93.7 | -7.5 | -0.1 | 9.1 | -4.2
COc1ccc(Oc2cccc(Cl)c2CNC(=O)c2ccccc2C(=O)O)cc1 | 0.3 | -0.1 | 0.0 | -2.4 | 91.0 | -3.5 | -5.7 | 0.2 | 0.3
Cc1cccc(CN2CCCC(C(=O)c3ccc4c5c(cccc35)CC4)C2)n1 (stereo not drawn) | 3.3 | 6.7 | -1.5 | 3.7 | 105.0 | -0.5 | -6.1 | 2.9 | -2.2
COc1ccc(NC(=O)CN(C)S(=O)(=O)c2ccc(Cl)cc2)cc1Cl | 1.8 | -2.5 | -0.3 | -0.8 | 97.5 | 1.7 | -0.2 | 6.4 | 2.9
O=C(c1ccncc1)N1CCN(C(=O)c2cccs2)CC1 | 2.3 | 10.1 | -0.6 | -1.1 | 95.1 | -1.2 | 5.0 | -3.6 | 2.3
O=C(N/N=C/c1ccccn1)C(O)c1ccccc1 (stereo not drawn) | 5.2 | 6.2 | -7.3 | 0.3 | 98.8 | -0.4 | -3.6 | 3.1 | -0.2

(list continues)
SMILES | GASC-1 inh | ZTA counter | PP1 inh | TPT1 inh | Yeast superoxide | CTSL1 counter | EBNA-1 inh | HCV core dimer | PP5 primary
CCNS(=O)(=O)c1ccc(CCC(=O)NCCC2=CCCCC2)cc1 | 6.6 | 6.9 | -1.4 | -1.0 | 93.9 | 1.2 | -6.4 | -13.4 | 0.8
CC1=CC(=Nc2c(C)n(C)n(-c3ccccc3)c2=O)C=CC1=O | -10.4 | -9.2 | -2.7 | -16.2 | 97.8 | 0.9 | -3.2 | -10.9 | 5.1
NC(=O)c1ccc(-n2nnnc2SCC(=O)NC2CCCCC2)cc1 | -16.1 | -13.9 | -5.0 | -2.2 | 115.0 | 1.1 | -10.9 | -5.2 | 5.9
CCn1c(CNC(=O)c2ccccc2Br)nnc1SCC(=O)Nc1nncs1 | 2.4 | 6.3 | -0.8 | -5.4 | 96.4 | 3.3 | -20.1 | 1.9 | 4.3
Cc1cc(NC(=O)c2sc(Nc3ccc(F)cc3)nc2N)no1 | 36.0 | 21.8 | 0.8 | 0.9 | 99.7 | 1.5 | 2.3 | -6.0 | 1.5
CCC/C(=N\NC(=O)Cc1csc(N2CCOCC2)n1)c1ccccc1 | 0.8 | 6.3 | -1.4 | -4.6 | 90.9 | 8.0 | 4.9 | -0.5 | -0.2
O=C(COC(=O)/C=C/c1ccc(Cl)cc1Cl)NCCC1=CCCCC1 | 8.5 | 0.5 | -2.8 | 2.0 | 101.9 | -0.9 | -8.1 | 3.6 | 2.0
COc1cc(NC(=O)c2cc(-c3cccnc3)nc3ccc(C)cc23)c(OC)cc1Cl | 0.2 | 18.4 | 1.1 | -0.3 | 106.2 | 11.7 | 12.3 | 2.5 | 0.7

Screening data from PubChem.
